PTHR1 ag: agonists of human PTHR1 parathyroid hormone receptor | Q03431 | HEK293 GP2 PTHR1 cells, GloSensor cAMP luminescence, 1 h | Potency, µM (titrated, usually from 115 µM), for the others: top-dose activation, usual class: activators | hit rate 0.075% among 410,000; further: potency means the concentration at half of the fitted maximal effect; nearly all actives have a fitted effect of over 55% in size; some results filed as inactive show a strong effect at the top dose; inactives centre near -15; many of its hits are not listed in these tables
Target sequence (Q03431 whole entry, looked up): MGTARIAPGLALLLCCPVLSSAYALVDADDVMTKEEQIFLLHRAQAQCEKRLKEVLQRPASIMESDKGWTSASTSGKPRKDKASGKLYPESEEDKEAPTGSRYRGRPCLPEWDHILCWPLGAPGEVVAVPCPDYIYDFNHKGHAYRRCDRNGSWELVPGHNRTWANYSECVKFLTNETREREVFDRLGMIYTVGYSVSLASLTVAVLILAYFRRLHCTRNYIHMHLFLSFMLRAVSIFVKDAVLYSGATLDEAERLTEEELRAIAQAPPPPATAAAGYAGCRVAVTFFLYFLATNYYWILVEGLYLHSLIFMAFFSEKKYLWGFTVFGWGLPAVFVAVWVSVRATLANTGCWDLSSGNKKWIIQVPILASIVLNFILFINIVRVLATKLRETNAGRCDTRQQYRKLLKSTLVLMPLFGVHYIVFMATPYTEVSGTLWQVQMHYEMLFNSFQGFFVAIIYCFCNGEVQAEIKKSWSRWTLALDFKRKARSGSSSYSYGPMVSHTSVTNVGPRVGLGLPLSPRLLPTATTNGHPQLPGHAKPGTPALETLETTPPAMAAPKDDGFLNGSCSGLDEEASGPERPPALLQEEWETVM
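HEK-293-derived GP2 cells expressing PTHR1 and a GloSensor cAMP reporter, 3,000/well, plated overnight, given luciferin plus IBMX (each 0.5 mM as added) for 1 h at 37 °C, then compound for 1 h at 37 °C. Luminescence was read after 15 min at room temperature.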
Abeta yeast res: compounds reversing amyloid beta toxicity in yeast; yeast expressing A-beta42, growth rescue, OD600, 48 h; response scale: 0% DMSO, 100% iron-clioquinol control; Potency, µM (highest dose often 46.1 µM), for inactives: at the highest dose growth rescue, most hits filed as activators; hit rate 0.063% among 410,000; AID 1347071; further: potency means the concentration at half of the fitted maximal effect; nearly all actives have a fitted effect of over 55% in size
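Yeast A-beta toxicity model in growth medium with pinned compounds, 48 h at 30 C; growth read as absorbance at 600 nm. Normalized to FeCl3/clioquinol equimolar mix (positive) and DMSO (negative).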
DRD3 antagonist: blocks the human D3 dopamine receptor; P35462; D3R cells, DiscoveRx beta-arrestin luminescence, antagonist mode; active compounds read low; max response, negative = inhibition, %; hit rate 2.5% among 360,000; in the data active means max response below about -50%; inconclusive means no clear call, values can overlap the other calls; further: on the % scale 0 is the no-effect control and ±100 the full control effect; mostly tested at two doses, the higher about 12 µM
Target sequence (P35462 whole entry, looked up): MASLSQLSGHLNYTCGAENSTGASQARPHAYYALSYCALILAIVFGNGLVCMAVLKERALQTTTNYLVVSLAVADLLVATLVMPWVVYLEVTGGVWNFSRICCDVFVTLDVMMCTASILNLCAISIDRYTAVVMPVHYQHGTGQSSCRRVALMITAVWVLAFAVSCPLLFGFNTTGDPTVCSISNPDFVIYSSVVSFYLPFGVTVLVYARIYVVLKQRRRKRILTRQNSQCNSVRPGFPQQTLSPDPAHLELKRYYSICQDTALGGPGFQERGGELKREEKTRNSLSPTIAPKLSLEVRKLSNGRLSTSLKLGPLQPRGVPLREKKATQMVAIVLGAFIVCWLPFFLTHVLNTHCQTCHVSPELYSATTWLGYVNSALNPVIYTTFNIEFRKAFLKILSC
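Cells plated overnight at 1500 cells/well, then exposed to library compounds with dopamine controls for 90 minutes at 37 degrees C. DiscoveRx reagent added for 30–60 minutes at room temperature; luminescence read, quantitative HTS format.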
aSyn yeast inh: alpha-synuclein toxicity inhibition in yeast | hit rate 0.14% among 370,000 | AID 652106 | Yeast expressing alpha-synuclein, growth rescue, BacTiter-Glo, 24 h | Potency, µM (series often up to 46.1 µM), for inactives: at the top dose growth rescue (activation), actives largely listed as activators; further: potency means the concentration at half of the fitted maximal effect; % of control where 0% means no effect; nearly all actives have a fitted effect of over 65% in size
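Rescue of yeast growth: cells expressing toxic alpha-synuclein, induced in galactose at OD600 0.02, incubated with compound 24 h at 30 C. ATP luminescence quantified growth; inhibitors of toxicity appear as activators.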
GLP1R ag: agonists of human GLP-1 receptor; AID 624172; Potency, µM (top dose mostly 45.6 µM), for the others: top-dose activation, actives largely listed as activators; HEK293 GLP-1R CRE-luciferase, luminescence, 4-6 h; cells express a hypersensitive GLP-1R form; hit rate 0.007% among 380,000; further: potency means the concentration at half of the fitted maximal effect; % of control where 0% means no effect
GLP1R inv ag: inverse agonists of human GLP-1 receptor; hit rate 1.6% among 410,000; Potency, µM (top dose mostly 38.3 µM), for the others: top-dose activity change, negative = inhibition, hits mostly inhibitors; HEK293 GLP-1R CRE-luciferase, luminescence, 24 h; GLP-1R form is constitutively active; P43220; further: potency means the concentration at half of the fitted maximal effect; on the % scale 0 is the no-effect control and ±100 the full control effect; nearly all actives have a fitted effect of over 55% in size
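Readout was luciferase luminescence, measured 12 min after detection reagent at room temperature. Beforehand, GLP-1R reporter HEK293 cells had sat 12 h, then received compounds for 24 hr at 37 deg C.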
TDP-43 yeast inh: inhibitors of TDP-43 toxicity in yeast. TDP-43 expressing yeast growth rescue, BacTiter-Glo, 24 h. AID 652104. hit rate 1.8% among 410,000. Potency, µM (top dose mostly 46.1 µM), without a hit: at the top dose growth rescue (activation), usual class: activators; further: potency means the concentration at half of the fitted maximal effect; % of control where 0% means no effect; nearly all actives have a fitted effect of over 50% in size
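Growth rescue of TDP-43-toxic yeast measured as ATP luminescence (BacTiter-Glo). Cells grown to mid-log in raffinose, induced in galactose at OD600=0.02, exposed to compound 24 hr at 30 deg C.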
pAkt inh: blocks phosphorylation of Akt; activity change, % for hits at 50 µM; Neuro2A IGF-stimulated pAkt S473 HTRF, 20 min; active compounds read low; hit rate 0.32% among 360,000; in the data active means activity change below about -80%; inconclusive means mostly about -51% to -80%; further: on the % scale 0 is the no-effect control and ±100 the full control effect
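Single-point screen (50 µM final compound) in Neuro2A cells stimulated 20 min with 6 nM IGF at 37 deg C. After lysis, Ser473-phosphorylated Akt read by HTRF (ex 330 nm, em 615/665 nm) as the 665/615 ratio.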
FUS yeast rescue: FUS proteinopathy suppression in yeast. S. cerevisiae FUS-expressing, growth rescue, OD600, 24 h. Potency, µM (highest dose often 76.6 µM), for inactives: at the highest dose growth rescue (activation), actives largely listed as activators. hit rate 0.24% among 390,000;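 further: potency means the concentration at half of the fitted maximal effect; plate controls were DMSO vehicle for no effect and reference control for full effect; nearly all actives have a fitted effect of over 55% in size; some results filed as inactive show a strong effect at the top dose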
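Yeast expressing FUS under galactose induction, OD 0.005 in 2% galactose medium; compounds in a dilution series, 24 h at 30C. Growth rescue by absorbance at 600 nm; CP55940 positive control, DMSO negative.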
* marks the source's active call; other numbers are inactive results; i = inactive; ? = inconclusive; nt = not tested or not shown; [ ] = remark or other dose. Unless noted, the call rests on the fitted dose curve; in most records, active means well fitted curve in the direction sought with a large enough effect; inconclusive means small, poorly fitted or top-dose-only effect, or another doubt; inactive means no such curve, though single readings can be large; an effect the other way counts as inactive or inconclusive. Some of the compounds tested; count on the stated rates, not on these rows.

Start of the listing, in advance, 4 compounds:
canonical_smiles	PTHR1 ag	Abeta yeast res	DRD3 antagonist	aSyn yeast inh	GLP1R ag	GLP1R inv ag	TDP-43 yeast inh	pAkt inh	FUS yeast rescue
Cc1ccc(-c2noc(C3CCCN(C(=O)c4cccc(Cl)c4)C3)n2)o1 (stereo unspecified)	-24%	0%	-6	4%	22%	?	0%	i	27%
COc1ccc(-c2noc(CCC(=O)NCCc3cccc(C)c3)n2)cc1	-33%[inhibitor]	17%	8	5%	4%	?	?	i	5%
Cc1nc2ccc(S(=O)(=O)NC(C(=O)NCc3ccccc3Cl)C(C)C)cc2s1 (stereo unspecified)	-23%	12%	nt	nt	0%	-14%	24%	nt	-20%
CCCN1CCC(CCOc2ccccc2)(C(=O)OCC)CC1	-23%	3%	?	15%	-3%	-14%	15%	i	-10%

The list itself (from the top)
canonical_smiles	PTHR1 ag	Abeta yeast res	DRD3 antagonist	aSyn yeast inh	GLP1R ag	GLP1R inv ag	TDP-43 yeast inh	pAkt inh	FUS yeast rescue
Cc1ccc(-c2noc(C3CCCN(C(=O)c4cccc(Cl)c4)C3)n2)o1 (stereo unspecified)	-24%	0%	-6	4%	22%	?	0%	i	27%
COc1ccc(-c2noc(CCC(=O)NCCc3cccc(C)c3)n2)cc1	-33%[inhibitor]	17%	8	5%	4%	?	?	i	5%
Cc1nc2ccc(S(=O)(=O)NC(C(=O)NCc3ccccc3Cl)C(C)C)cc2s1 (stereo unspecified)	-23%	12%	nt	nt	0%	-14%	24%	nt	-20%
CCCN1CCC(CCOc2ccccc2)(C(=O)OCC)CC1	-23%	3%	?	15%	-3%	-14%	15%	i	-10%
Cc1cc(C)cc(NS(=O)(=O)c2ccc3[nH]cc(C(=O)N4CCCCC4)c(=O)c3c2)c1	i	0%	nt	nt	nt	-12%	?	nt	21%
O=C1CN(CC(=O)NC(=O)NCc2ccccc2)CCN1	i	14%	-1	1%	0%	18%	7%	i	-12%
CCOc1ccc(C(=O)NC(=S)Nc2cccnc2)cc1	-23%	15%	-2	1%	-1%	3%	10%	i	nt
CCCCNC(=O)c1ccc2nc(CC)c(N(C)Cc3ccc(OC)cc3)n2c1	i	-4%	-5	1%	9%	?	11%	i	2%
CCCC(=O)Nc1nc2ccc(OCC)cc2s1	-67%[inhibitor]	?	2	-2%	8%	-21%	16%	i	-22%
COc1ccc(C(C)=O)cc1CSc1ccc2c(c1)OCCO2	-29%	-17%	11	17%	?	?	8%	i	26%
COc1ccc(Nc2ncc3c(n2)CCN(Cc2ccccc2C)C3)c(OC)c1	-3%	-12%	nt	nt	nt	-4%	-14%	nt	-1%
COC(=O)c1c(-c2cccs2)csc1NC(=O)c1ccc(Br)cc1	i	-17%	nt	nt	nt	13%	-2%	nt	2%
O=S(=O)(c1ccccc1)N1CCN=C1SCc1ccc(Cl)c(Cl)c1	-30%[inhibitor]	15%	0	-1%	22%	?	-4%	i	-12%
CCOC(=O)CC(=O)c1[nH]c(C)c(C(=O)OCC)c1C	-35%[inhibitor]	-5%	1	1%	-2%	29%	0%	i	30%
Cc1nc(N2CCOCC2)nc(OC(C)C)c1[N+](=O)[O-]	i	-4%	-14	-2%	?	57%[activator]	2%	i	-1%
COc1ccc(C)c2sc(N(CCCN(C)C)C(=O)c3ccc(S(=O)(=O)N(C)C)cc3)nc12	-16%	-6%	-10	2%	-3%	?	8%	i	6%
Cn1c(=O)c2cc(NC(=O)NCc3ccccc3)ccc2n1Cc1cccc(C(F)(F)F)c1	-42%[inhibitor]	-12%	0	0%	4%	-33%	-15%	i	-6%
CC(=O)Nc1ccc(NC(=O)c2ccc(-n3c(C)ccc3C)cc2)cc1	i	-1%	-3	-1%	1%	40%[activator]	5%	i	?
Cc1cc(NC(=O)CSc2nnc(CNc3ccc(F)cc3)n2C2CCCCC2)no1	-15%[57.5 µM]	5%	-6	-16%	7%	-13%	-6%	i	20%
COc1ccc(S(=O)(=O)NCc2ccc3c(c2)cc(C)n3C)cc1	0%	-1%	8	3%	-3%	-1%	18%	i	32%
O=C(c1cccc2ccccc12)N1CCN(c2ccccc2F)CC1	-20%	6%	7	15%	0%	-23%	13µM*	i	36%
O=C(N/N=C/c1ccccc1O)c1cccc(C(F)(F)F)c1	-4%	4%	11	8%	-1%	?	19%	i	8%
Cc1oc2c(C)c3oc(=O)c(CCC(=O)N4C[C@H]5C[C@@H](C4)c4cccc(=O)n4C5)c(C)c3cc2c1C	-64%[inhibitor]	-8%	8	0%	10%	28%	21%	i	44%
Cc1occc1C(=O)Nc1cnn(CCCC(=O)O)c1	?	-8%	2	-5%	-3%	11%	-11%	i	2%
CC(C)C1(c2ccsc2)NC(=O)NC1=O (stereo unspecified)	-6%	-6%	20	-2%	-1%	10%	-15%	i	nt
Cc1cc(NC(=O)CSc2ccc(-c3ccc(F)cc3)nn2)no1	i	2%	6	-1%	15%	20%	-15%[1.82 µM]	i	-5%
CCN(CC)C(=S)NC(=O)Cc1ccccc1	-15%	4%	12	1%	5%	10%	-16%[9.22 µM]	i	-6%
Cc1ccc(CCNC(=O)CCNS(=O)(=O)c2ccc3c(c2)oc(=O)n3C)cc1	-12%[57.5 µM]	12%	-22	1%	3%	5%	-9%	i	8%
Cc1ccccc1C(=O)N1[C@@H](C(C)C)COc2cc(Br)ccc2S1(=O)=O	-75%[inhibitor]	?	15	-28%	-3%	-2%	24%	i	-7%
Cc1ccc(N2CCN(C(=O)c3cn(C)c4ccc(S(=O)(=O)N(C)C5CCCCC5)cc4c3=O)CC2C)cc1 (stereo unspecified)	i	-11%	nt	nt	nt	2%	0%	nt	2%

Profiles as entered above:
`CCCC(=O)Nc1nc2ccc(OCC)cc2s1` across the screens: PTHR1 ag = -67%[inhibitor]; Abeta yeast res = ?; DRD3 antagonist = 2; aSyn yeast inh = -2%; GLP1R ag = 8%; GLP1R inv ag = -21%; TDP-43 yeast inh = 16%; pAkt inh = i; FUS yeast rescue = -22%
`O=S(=O)(c1ccccc1)N1CCN=C1SCc1ccc(Cl)c(Cl)c1` across the screens: PTHR1 ag = -30%[inhibitor]; Abeta yeast res = 15%; DRD3 antagonist = 0; aSyn yeast inh = -1%; GLP1R ag = 22%; GLP1R inv ag = ?; TDP-43 yeast inh = -4%; pAkt inh = i; FUS yeast rescue = -12%

Going on with the list:
canonical_smiles	PTHR1 ag	Abeta yeast res	DRD3 antagonist	aSyn yeast inh	GLP1R ag	GLP1R inv ag	TDP-43 yeast inh	pAkt inh	FUS yeast rescue
CCn1nc(C(=O)NCCc2ccc3c(c2)OCCO3)c2ccccc2c1=O	i	6%	10	1%	26%	-14%	0%	i	3%
Cc1ccc(S(=O)(=O)CCC(=O)OCC(=O)NC(=O)c2ccccc2)cc1	i	11%	2	5%	-7%	6%	20%	i	-9%
Cc1cccc(C)c1-n1c(C)cc(/C=C2\NC(=O)NC2=O)c1C	-22%	20%	-4	18%	9%	5%	6%	i	26%
C/C(=C\c1ccco1)C1C(C#N)=C(N)OC2=C1C(=O)CC(C)(C)C2 (stereo unspecified)	i	19%	-13	-6%	0%	0%	19%	i	49%
NS(=O)(=O)c1cccc(NS(=O)(=O)c2cccc(C(F)(F)F)c2)c1	-9%	2%	-6	-4%	3%	12%	-19%	i	0%
O=C(O)c1ccc(Cl)c(S(=O)(=O)N(Cc2ccccc2)c2ccccc2Cl)c1	-3%	-10%	4	-38%[inhibitor]	-7%	?	10%	i	4%
CCN1CC(CN(C)Cc2nc(-c3ccc(OC)c4ccccc34)oc2C)CC1=O (stereo unspecified)	-2%	20%	23	11%	15%	10µM*	-2%[0.397 µM]	i	19%
CCN(CC(=O)NCc1cccs1)C(=O)/C=C/c1cc(OC)c(OC)c(OC)c1	-13%	-3%	-8	-2%	-3%	25%	-8%	i	12%
O=C(NCCOc1ccccc1F)c1ccc2c(=O)n3c(nc2c1)CCC3	-19%	-6%	-21	-6%	2%	?	12%	i	21%
CCN(CC)S(=O)(=O)c1cccc(C(=O)NC(Cc2c[nH]c3ccccc23)c2nnc3n2CCCCC3)c1 (stereo unspecified)	-16%[57.5 µM]	19%	17	-1%	-2%	3%	-7%	i	?
O=C(Nc1ccc(Br)cc1Cl)c1ccc(OCC2CCCO2)cc1 (stereo unspecified)	-30%	-13%	1	0%	2%	?	18µM*	i	-7%
O=C(NCc1cccnc1)c1ccccc1NS(=O)(=O)c1ccccc1	-59%	8%	-9	-9%	-17%	-33%	5%	i	2%
CCOc1ccc(N2C(=O)Nc3ccccc3C2(O)C(=O)NCc2ccc(OC)cc2)cc1 (stereo unspecified)	-19%	2%	8	-2%	0%	-1%[7.66 µM]	-19%	i	-6%
Clc1cc(Br)ccc1NCc1cccnc1	-62%[inhibitor]	6%	12	19%	-1%	?	-10%	i	-27%
Cc1sc(N/N=C/c2cc([N+](=O)[O-])ccc2O)nc1-c1ccccc1	-16%	-9%	-10	0%	-5%	5%	-8%	i	-35%
CCOc1cc(CNCCO)cc(Br)c1OCc1ccccc1Cl	-17%[57.5 µM]	-15%	6	0%	-12%	?	3%	i	5%

High-throughput results as filed in PubChem.
